From PubChem BioAssay
Tcruzi prolif = inhibitors of T. cruzi proliferation; T. cruzi beta-gal in NIH3T3, GalScreen luminescence, 90 h; inhibition, % at 8.34 µM; actives 5.9% (n = 77,000);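 active = mean inhibition above about 93%, with at least 55% of replicates each passing it, limit read from the data, passing the limit was not always enough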
C diff growth = C. difficile growth inhibition. actives 0.25% (n = 86,000). Clostridium difficile clinical isolate growth, OD600, 24 h; hits give low values. AID 1259249. growth activity, negative = inhibition, % at 16 µg/mL (by protocol);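 active = mean growth activity at or below -80% and every replicate also at or below -80%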;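 also: 0% = DMSO wells and -100% = levofloxacin 16 µg/mL wells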
Pf Dd2 inh = blocks growth of Plasmodium falciparum Dd2 parasites; P. falciparum Dd2 growth, SYBR Green, 72 h; hits give low values; activity change, % at 10 µM; actives 2.3% (n = 94,000); in the data active = activity change below about -80%
KDM4C inh = blocks human GASC-1 (KDM4C) demethylase activity | actives 0.15% (n = 96,000) | GST-KDM4C 2-372, H3K9me3 peptide, LANCE TR-FRET | Q9H3R0 | inhibition, % at 12.5 µM | AID 720574;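 active = mean replicate inhibition above about 25%, with at least 55% of replicates also reaching it, limit read from the data, passing the limit was not always enough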
Target sequence (Q9H3R0 2-372 limits assumed): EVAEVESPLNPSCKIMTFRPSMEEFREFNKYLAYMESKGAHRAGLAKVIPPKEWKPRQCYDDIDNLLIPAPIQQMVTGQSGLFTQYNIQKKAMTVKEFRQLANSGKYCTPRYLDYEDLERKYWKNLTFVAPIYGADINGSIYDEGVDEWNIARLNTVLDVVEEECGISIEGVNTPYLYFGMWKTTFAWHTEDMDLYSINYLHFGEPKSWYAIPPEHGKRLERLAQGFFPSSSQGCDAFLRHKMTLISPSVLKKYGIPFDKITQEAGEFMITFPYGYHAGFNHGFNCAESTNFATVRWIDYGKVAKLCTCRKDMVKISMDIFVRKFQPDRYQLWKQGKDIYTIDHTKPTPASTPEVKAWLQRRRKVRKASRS
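material = GST-tagged GASC-1 (JMJD2C) catalytic fragment, aa 2-372 | amount = enzyme final amount 10 nM | medium = HEPES buffer, pH 7.5, plus ascorbate | also added = H3K9me3 peptide substrate, Fe(II), 2-oxoglutarate | dosing = single dose | times = 30 min demethylation and 1 h detection at room temperature | detection = LANCE TR-FRET | read-out basis = Fall in 671/618 emission ratio as inhibition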
Starred values were filed as active, the others as inactive; . = not tested or not shown; & = joins results of further samples.

SMILES | Tcruzi prolif | C diff growth | Pf Dd2 inh | KDM4C inh
COC(=O)C[C@H]1CC[C@@H]2[C@H](COc3ccc(NC(=O)C4CCOCC4)cc3C(=O)N2C)O1 | 0 | -3 | 3 | -0.6
C[C@@H]1CN([C@H](C)CO)C(=O)c2cc(-c3ccncc3)cnc2O[C@@H]1CN(C)C(=O)C1CC1 | 19 | 2 | 43 | 0.6
C[C@@H]1CN([C@@H](C)CO)C(=O)c2cc(NC(=O)Nc3ccccc3)ccc2O[C@H]1CN(C)Cc1ccc(-c2ccccc2)cc1 | 61 | -2 | -12 | -1.6
COc1ccc(C#Cc2ccc([C@H]3[C@H](CO)N4CCCCN(Cc5ccncc5)C[C@@H]34)cc2)cc1 | 90* | -10 | -58 | 4.0
C/C=C/c1ccc([C@@H]2[C@@H](C#N)N(c3nc(CC)cs3)[C@H]2CO)cc1 | 93 | 11 | -37 | -1.8
C[C@H]1CN([C@@H](C)CO)C(=O)c2cc(C3=CCCCC3)cnc2O[C@@H]1CN(C)C(=O)Nc1ccccc1 | 19 | -17 | . | 1.5
O=C(C[C@H]1C=C[C@H](NC(=O)Nc2ccc(F)cc2)[C@H](CO)O1)NCc1ccccn1 | 30 | 2 | 17 | 1.1
C[C@H]1CN([C@@H](C)CO)C(=O)Cc2cc(NC(=O)C3CCCCC3)ccc2O[C@H]1CN(C)C(=O)NC1CCCCC1 | 5 | -3 | -9 | 0.3
C[C@H](O)C#Cc1cnc2c(c1)C(=O)N([C@H](C)CO)C[C@@H](C)[C@@H](CN(C)C(=O)Nc1ccc(C(F)(F)F)cc1)O2 | . | 4 | -10 | 1.5
COc1cccc(CN2CC3(C2)CN(C(=O)Nc2ccc(F)cc2)[C@H](CO)c2c3c3ccc(OC)cc3n2C)c1 | . | 1 | -76 | -2.3
C[C@H](CO)N1C[C@H](C)[C@@H](CN(C)C(=O)Nc2ccc(C(F)(F)F)cc2)Oc2ncc(/C=C/c3ccccc3)cc2C1=O | . | -16 | -80 | -3.0
Cc1ccc(S(=O)(=O)Nc2ccc3c(c2)C(=O)N([C@H](C)CO)C[C@H](C)[C@@H](CN(C)C(=O)CCCN(C)C)OCCCC[C@@H](C)O3)cc1 | 31 | . | 16 | -0.7
CCC(=O)N1[C@@H]2c3ccc(C4=CCCCC4)c(=O)n3C[C@@H]2[C@@H](CO)[C@@H]1C(=O)Nc1nccs1 | -9 | -4 | -4 | 0.1
C[C@@H]1CN([C@@H](C)CO)C(=O)c2cccc(NC(=O)C3CCOCC3)c2O[C@@H]1CN(C)C(=O)Nc1ccc2c(c1)OCO2 | 29 | 1 | 1 | -0.4
Cc1ccc(S(=O)(=O)Nc2cccc3c2O[C@@H](CN(C)C(=O)Nc2c(C)noc2C)[C@H](C)CN([C@H](C)CO)C3=O)cc1 | 25 | 4 | 23 | 0.7

Some of the entries so far, field by field.
mol: C[C@H]1CN([C@@H](C)CO)C(=O)Cc2cc(NC(=O)C3CCCCC3)ccc2O[C@H]1CN(C)C(=O)NC1CCCCC1
  Tcruzi prolif: 5; C diff growth: -3; Pf Dd2 inh: -9; KDM4C inh: 0.3

mol: COc1ccc(C#Cc2ccc([C@H]3[C@H](CO)N4CCCCN(Cc5ccncc5)C[C@@H]34)cc2)cc1
  Tcruzi prolif: 90*; C diff growth: -10; Pf Dd2 inh: -58; KDM4C inh: 4.0

mol: C[C@@H]1CN([C@H](C)CO)C(=O)c2cc(-c3ccncc3)cnc2O[C@@H]1CN(C)C(=O)C1CC1
  Tcruzi prolif: 19; C diff growth: 2; Pf Dd2 inh: 43; KDM4C inh: 0.6

mol: C/C=C/c1ccc([C@@H]2[C@@H](C#N)N(c3nc(CC)cs3)[C@H]2CO)cc1
  Tcruzi prolif: 93; C diff growth: 11; Pf Dd2 inh: -37; KDM4C inh: -1.8

Remaining list, next part
SMILES | Tcruzi prolif | C diff growth | Pf Dd2 inh | KDM4C inh
COc1ccc(S(=O)(=O)Nc2ccc3c(c2)C(=O)N([C@H](C)CO)C[C@H](C)[C@H](CN(C)C(=O)Nc2cccc4ccccc24)OCCCC[C@@H](C)O3)cc1 | 33 | 3 | -42 | 1.0
CC(=O)N(C)C[C@H]1Oc2cc(-c3cccc(C#N)c3)ccc2S(=O)(=O)N([C@@H](C)CO)C[C@H]1C | -13 | -6 | -12 | -2.5
CCCNC(=O)C[C@@H]1CC[C@H]2[C@@H](COC[C@@H](O)CN2Cc2ccncc2)O1 | -32 | . | 5 | 3.0
C[C@H]1CN([C@@H](C)CO)S(=O)(=O)c2ccc(C#Cc3ccc(F)cc3)cc2O[C@@H]1CN(C)C(=O)CN(C)C | -7 | 6 | -65 | -1.7
C[C@@H]1CCCCO[C@@H](CN(C)C)[C@H](C)CN([C@@H](C)CO)C(=O)c2cc(NC(=O)C3CCCCC3)ccc2O1 | -24 | -2 | 0 | -1.6
CO[C@H]1CN(C)C(=O)c2cc(NS(=O)(=O)c3cccc(Cl)c3)ccc2OC[C@H](C)NC[C@@H]1C | -13 | . | 9 | 8.6
O=C(NCC[C@H]1CC[C@H](NC(=O)C2CCCCC2)[C@H](CO)O1)c1ccc(F)cc1 | -25 | . | -1 | -0.5
Cc1noc(C)c1NC(=O)Nc1ccc2c(c1)C(=O)N([C@H](C)CO)C[C@H](C)[C@H](CN(C)Cc1ccc(-c3ccccc3)cc1)O2 | 22 | -16 | 3 | 1.2
C[C@@H]1CN([C@@H](C)CO)C(=O)c2cc(NS(=O)(=O)c3cn(C)cn3)ccc2O[C@H]1CN(C)C(=O)NC1CCCCC1 | 65 | . | 22 | -1.1
Cc1ccccc1-c1ccc([C@H]2[C@@H](CO)N3C(=O)CN(C(=O)c4ccncc4)C[C@@H]23)cc1 | . | -5 | -64 | -0.8
Cc1noc(C)c1NC(=O)N(C)C[C@H]1Oc2ccc(NC(=O)NC3CCCCC3)cc2C(=O)N([C@H](C)CO)C[C@@H]1C | 86 | 1 | 27 | -0.2
C[C@@H]1CCCCO[C@H](CN(C)C(=O)Nc2cccc3ccccc23)[C@@H](C)CN([C@H](C)CO)C(=O)c2cc(NS(=O)(=O)c3cccs3)ccc2O1 | 88 | 9 | -24 | -2.4
C[C@@H]1CCCCO[C@H](CN(C)S(=O)(=O)c2ccc(F)cc2)[C@H](C)CN([C@H](C)CO)C(=O)c2cc(NC(=O)Nc3cccc4ccccc34)ccc2O1 | 101* | -5 | -79 | 16
Cc1cccc(S(=O)(=O)N2C[C@H](O)COC[C@@H]3O[C@H](CC(=O)NCCCN4CCOCC4)CC[C@H]32)c1 | 21 | . | 1 | -2.9
C[C@@H]1CN([C@@H](C)CO)C(=O)c2cc(NS(=O)(=O)c3ccc(Cl)cc3)ccc2O[C@H]1CN(C)S(=O)(=O)c1ccc(Cl)cc1 | 39 | -9 | -7 | -0.5
COc1ccc(S(=O)(=O)N(C)C[C@H]2Oc3ccc(NC(=O)CCCN(C)C)cc3CC(=O)N([C@H](C)CO)C[C@H]2C)cc1 | . | 7 | 10 | 1.4
Cc1noc(C)c1NC(=O)Nc1ccc2c(c1)C(=O)N([C@H](C)CO)C[C@@H](C)[C@@H](CN(C)Cc1ccccc1)OCCCC[C@@H](C)O2 | 27 | . | -18 | 0.2
COc1ccc2c3c(n(C)c2c1)[C@@H](CO)N(C)CC31CN(C(=O)Nc2cccc(F)c2)C1 | . | -2 | -73 | .
CO[C@H]1CN(C)C(=O)c2ccc(NC(C)=O)cc2OC[C@H](C)N(C(=O)C2CCCCC2)C[C@@H]1C | -3 | . | . | -0.2
O=C(CN1CCOCC1)N1CCCCN2[C@H](CO)[C@H](c3ccc(-c4ccccc4)cc3)[C@H]2C1 | 70 | -7 | 15 | 3.3
COc1ccc(S(=O)(=O)N2CC[C@@H]3[C@@H](CO)Nc4ccc(C#Cc5ccccc5OC)cc4[C@@H]32)cc1 | . | 12 | -16 | -3.1
COc1cccc(-c2cnc3c(c2)C(=O)N([C@@H](C)CO)C[C@@H](C)[C@H](CN(C)Cc2ccccc2)O3)c1 | 36 | -2 | -21 | 3.3
C/C=C/c1ccc([C@H]2[C@@H](CO)N(C(=O)C3CCC3)[C@@H]2CNC(=O)CN(C)C)cc1 | . | -6 | 15 | -0.6
C[C@@H]1CCCCO[C@H](CN(C)C(=O)CCCN(C)C)[C@H](C)CN([C@@H](C)CO)C(=O)c2cc(NC(=O)Nc3ccc(C(F)(F)F)cc3)ccc2O1 | 62 | . | -88* | 2.9
CNC[C@H]1OCCCC[C@H](C)Oc2ccc(NC(=O)Nc3ccc(OC)cc3)cc2C(=O)N([C@@H](C)CO)C[C@@H]1C | -3 | -1 | 13 | 0.6
O=C(Cc1ccncc1)N[C@H]1CC[C@@H](CCn2cc(-c3ccccc3F)nn2)O[C@H]1CO | -57 | . | 10 | -1.6
O=C(Nc1ccccc1)N1C[C@@H]2[C@H](c3ccccc31)[C@@H](CO)N2C(=O)c1cccnc1 | 17 | 2 | 4 | 1.0
CO[C@H]1CN(C)C(=O)c2ccc(NC(C)=O)cc2OC[C@@H](C)N(C(=O)Cc2cccnc2)C[C@H]1C | -77 | -9 | 20 | -0.6
COc1ccc(NC(=O)Nc2ccc3c(c2)C(=O)N([C@H](C)CO)C[C@@H](C)[C@H](CN(C)S(=O)(=O)c2cn(C)cn2)OCCCC[C@H](C)O3)cc1 | -23 | -4 | 41 | -0.2
Cc1ccc(S(=O)(=O)Nc2ccc3c(c2)C(=O)N([C@@H](C)CO)C[C@@H](C)[C@H](CN(C)Cc2ccc4c(c2)OCO4)OCCCC[C@H](C)O3)cc1 | 72 | 0 | -67 | -1.0
C[C@H](CO)N1C[C@H](C)[C@H](CN(C)C(=O)c2ccncc2)Oc2cc(-c3cccc(C#N)c3)ccc2S1(=O)=O | . | 1 | -3 | 2.2
C[C@@H]1CCCCO[C@@H](CN(C)Cc2ccc(C(=O)O)cc2)[C@H](C)CN([C@@H](C)CO)C(=O)c2cc(NS(=O)(=O)c3cn(C)cn3)ccc2O1 | 27 | 3 | 57 | 0.0
O=C(Cc1ccccn1)NCC[C@H]1CC[C@H](NC(=O)Nc2ccccc2)[C@@H](CO)O1 | 1 | 0 | 1 | 3.1
C[C@@H]1CN([C@@H](C)CO)C(=O)Cc2cc(NS(=O)(=O)c3ccc(Cl)cc3)ccc2O[C@@H]1CN(C)C(=O)Nc1cccc2ccccc12 | 23 | -5 | -31 | 2.7
C[C@@H]1CN([C@H](C)CO)C(=O)CCCn2nncc2CO[C@H]1CN(C)Cc1cccc2c1OCCCO2 | -31&-75 | -1&1 | -9&6 | -1.3
CN(C)C(=O)[C@H]1[C@H](CO)[C@H]2Cn3c(ccc(C4=CCCC4)c3=O)[C@@H]1N2CC1CC1 | 70 | 1 | 18 | 9.4
C[C@@H]1CN([C@@H](C)CO)C(=O)Cc2cc(NC(=O)Nc3cccc4ccccc34)ccc2O[C@H]1CN(C)C(=O)Nc1ccccc1 | 9 | 7 | -40 | -0.2
C[C@@H]1CN([C@@H](C)CO)S(=O)(=O)c2ccc(C3=CCCC3)cc2O[C@@H]1CN(C)C(=O)C1CCOCC1 | 65 | -3 | -1 | 0.5
COCCNC(=O)C[C@@H]1C[C@H]2c3cc(NC(=O)Cc4ccncc4)ccc3O[C@H]2[C@@H](CO)O1 | . | 2 | 20 | 3.6
CCCC#Cc1ccc([C@@H]2[C@H]3CN(Cc4cccnc4)CCCCN3[C@H]2CO)cc1 | 92 | -3 | -8 | 0.3
Cc1noc(C)c1NC(=O)N(C)C[C@@H]1Oc2c(NS(=O)(=O)c3ccc(F)cc3)cccc2C(=O)N([C@@H](C)CO)C[C@@H]1C | -9 | -1 | 28 | -1.1
CCCN1C[C@H](C)[C@@H](OC)CN(C)C(=O)c2cc(NC(=O)Nc3cccc(OC)c3)ccc2OC[C@H]1C | 21 | . | . | -0.4
Cc1ccc(S(=O)(=O)N(C)C[C@H]2OCCCC[C@H](C)Oc3ccc(NC(=O)Nc4c(C)noc4C)cc3C(=O)N([C@@H](C)CO)C[C@@H]2C)cc1 | -51 | 0 | -68 | -0.8
COc1ccc(-c2ccc([C@H]3[C@@H](CO)N4CCCCN(C(=O)c5ccc(F)cc5)C[C@@H]34)cc2)cc1 | 68 | 25 | -23 | -1.1
CN1c2ccc(-c3ccc(C#N)cc3)cc2[C@@H]2[C@@H](CCN2C(=O)CC2CC2)[C@H]1CO | 104* | 1 | -8 | -0.7
C[C@@H]1CCCCO[C@H](CN(C)S(=O)(=O)c2ccc(Cl)cc2)[C@H](C)CN([C@@H](C)CO)C(=O)c2cc(NS(=O)(=O)c3ccccc3)ccc2O1 | . | 3 | -76 | -0.1
Cc1cccc(S(=O)(=O)N(C)C[C@H]2OCc3ccccc3-c3ccccc3C(=O)N([C@@H](C)CO)C[C@@H]2C)c1 | 73 | . | -49 | -2.7
CO[C@H]1CN(C)C(=O)c2cc(NC(=O)Nc3ccccc3F)ccc2OC[C@H](C)N(C(C)=O)C[C@H]1C | -52 | -2 | -16 | 0.9
